Screening data (PubChem BioAssay)
TAG inh = reduces triacylglycerol accumulation in H9c2 cells; Nile Red lipid (TAG) fluorescence; cells loaded with 200 µM oleic acid; inhibition, % at 12.5 µM; 0.66% of 230,000 active; AID 651582;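 active means pattern-corrected inhibition of lipid staining of at least 50% with the nuclear-stain viability signal not falling by more than 50%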;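 further: 0% = DMSO wells and 100% = triacsin C control wells; some results filed as inactive read as strong as hits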
TAG inh DAPI viability = further read-out of TAG inh, marked with its call; DAPI nuclei signal change (viability), lower = more cytotoxic, %;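 whole-well DAPI fluorescence read on a plate reader as a viability signal; minus 50 percent equals half of cells still viable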
* hit, by the source's call. A portion of the library (hit frequency here may not be typical).

Value order – TAG inh, TAG inh DAPI viability
Cc1onc(-c2ccccc2)c1C(=O)n1cc(Br)cn1
→ -13, 7
Cc1ccc(S(=O)(=O)/N=C2\C=C(NS(=O)(=O)c3ccccc3)C(=O)c3ccccc32)c(C)c1
→ 2, -11
O=C(N/C(=C\c1ccccc1)C(=O)N1CCOCC1)c1cccc(Br)c1
→ -8, 5
Cc1cc(N2CCN(C)CC2)nc2ccc(NC(=S)NC3CC3)cc12
→ 16, -5
Cc1ccc(C)c(CSc2nc3[nH]ncc3c(=O)[nH]2)c1
→ -2, -6
CCOP(=O)(OCC)/C(=N/OC(=O)c1ccc(Cl)cc1Cl)C(N)=O
→ -6, 9
COc1ccc(CNCC(=O)Nc2ccccc2-n2cccc2)cc1
→ -36, 4
Cc1nc2c(C)[n+](CC(=O)c3ccccc3)ccc2n1C
→ -7, 5
CCOc1ccc(-c2nc(N)ncc2-c2ccccc2OC)c(O)c1
→ 6, -3
CCOC(=O)c1cccc(NC(=O)CCOc2ccccc2)c1
→ -12, 3
COc1ccccc1NS(=O)(=O)c1c(C)nc2sccn2c1=O
→ -3, 0
CCCn1c2c(c(=N)c3c1CCC3)CCCC2
→ -32, 3
O=[N+]([O-])c1ccc(Oc2ccc(S(=O)(=O)N3CCOCC3)cn2)cc1
→ -6, 4
Cc1c(C(=O)N2CCN(S(=O)(=O)c3ccccc3F)CC2)oc2c(Cl)cccc12
→ -4, -12
CC1Cc2ccccc2N1S(=O)(=O)c1cccc(C(=O)OCC(=O)NC2CCS(=O)(=O)C2)c1 (centres undefined)
→ 20, -10

Complete entries, looked up by structure. Screens in order: TAG inh, TAG inh DAPI viability
Profile of Cc1ccc(C)c(CSc2nc3[nH]ncc3c(=O)[nH]2)c1 → -2, -6
Profile of Cc1cc(N2CCN(C)CC2)nc2ccc(NC(=S)NC3CC3)cc12 → 16, -5

Following part
Value order – TAG inh, TAG inh DAPI viability
c1cnc2c(SCc3ccc(-c4nnco4)cc3)cccc2c1
→ -3, -7
CC(C)c1ccc(C(O)c2nc3ccccc3n2C)cc1 (centres undefined)
→ -13, -4
Cn1c(=O)c2c(nc(N3CCCCC3)n2CC(O)COc2ccccc2)n(C)c1=O (centres undefined)
→ -10, 4
O=C(Nc1ccccc1)C1CC(=O)N(Cc2ccccc2)C1 (centres undefined)
→ 8, -1
Nc1ccccc1N=c1ssnc1Cl
→ 1, -1
Cc1ccc(CN(C(=O)COc2cccc(C)c2C)C2CCS(=O)(=O)C2)o1 (centres undefined)
→ -8, 3
CCOC(=O)c1cnc(C(F)(F)F)nc1Oc1ccccc1
→ -9, 1
CC(=O)OCC1=C(C(=O)O)N2C(=O)C(NC(=O)CCn3nc(C)c(Cl)c3C)C2SC1 (centres undefined)
→ -5, 6
Cc1ccc(Cl)cc1N1CCN(C(=O)c2ccc3nc[nH]c3c2)CC1
→ 10, -7
COc1ccccc1NC(=O)COc1ccc2ccccc2c1
→ -5, 5
Cc1nnc(SCc2nnc(-c3cccs3)o2)s1
→ -6, 10
Cc1cc2cc(C)c(NCCNC(=O)c3ccccc3F)nc2cc1C
→ -14, 42
Cc1ccc(NC(=O)c2ccc(Br)o2)c([N+](=O)[O-])c1
→ 0, 4
CCN(C[C@H]1N[C@@](CC)(C(=O)OC)[C@H]2C(=O)N(Cc3ccccc3)C(=O)[C@@H]12)S(=O)(=O)c1ccc(C(F)(F)F)cc1
→ 21, -3
N/C(=N\OC(=O)Cc1cccs1)c1ccccc1
→ 2, -2
COc1ccc(OC)c(S(=O)(=O)N2CCc3ccccc32)c1
→ -37, 2
CCCCn1c(N)c(N(CCC(C)C)C(=O)c2c(C)noc2C)c(=O)[nH]c1=O
→ -2, 7
CC(C(=O)N1CCc2ccccc21)N1CCN(S(=O)(=O)c2ccc(C(F)(F)F)cc2)CC1 (centres undefined)
→ -10, 11
COc1ccc(CCNC(=O)Cc2ccc(NC3=NC4CS(=O)(=O)CC4S3)cc2)c(OC)c1 (centres undefined)
→ 1, -1
CCC(=O)c1ccc(OCC(=O)NNC(=O)c2cc(C)oc2C)cc1
→ -5, -1
COC(=O)CNC(=O)c1ccc2c(c1)S(=O)(=O)c1ccccc1C2=O
→ -4, 2
CCOC(=O)c1c2n(c3ccc(O)cc13)CCC2
→ -16, 2
COc1ccc(O)c(/C=N/n2c(-c3ccco3)csc2=Nc2cccnc2)c1
→ 11, -10
CC(=O)NCCNC(=O)C1(C)Cc2c(-c3ccc(C(N)=O)cc3)ccnc2O1 (centres undefined)
→ 0, -2
Cc1cccc(NC(=O)CSc2nnc(-c3cc(C)n(-c4ccccc4)c3C)o2)c1C
→ 12, -3
N#C/C(=C(/O)CN1CCCC1)c1nc(-c2ccccc2)cs1
→ 10, -7
CCc1ccc(-c2cc(C(=O)N/N=C/c3c[nH]c4ccccc34)[nH]n2)cc1
→ 33, -11
O=C(OCc1nnc(-c2cccs2)o1)c1cccnc1Cl
→ 14, -8
CCc1nc2c(OCCOc3ccccc3)cccn2c1N(C)C(=O)c1ccc(OC)cc1
→ 14, -12
CCOC(=O)CC(Nc1nc(N2CCOCC2)nc(N2CCOCC2)n1)c1ccccc1Cl (centres undefined)
→ 29, -19
CC1CCC(NC(=O)Cn2c3c(c(-c4ccccc4Cl)cc2=O)CCC3)CC1 (centres undefined)
→ -1, 0
CC(C)COc1ccc(C(=O)Nc2ccc([N+](=O)[O-])cc2)cc1
→ -38, 13
CC(=O)c1cccc2c1OC(C)C(=O)N2Cc1ccc(Cl)cc1 (centres undefined)
→ 17, -28
CCCCNc1nc2c(c(=O)n(C)c(=O)n2C)n1CCC
→ -20, 13
CCNC(=O)C1CCCN(Cc2ccc(C)c3ccccc23)CC1 (centres undefined)
→ 3, -4
CSc1ccccc1NC(=O)CN(C)C(=O)C1CCN(C(=O)Nc2ccccc2)CC1
→ 15, -7
COc1ccc(C(=O)N2CCOC2CNC(=O)C(=O)NCc2ccc3c(c2)OCO3)cc1 (centres undefined)
→ 8, -3
Cc1ccc(NC(=O)CN(C)C(=O)c2cccc(S(=O)(=O)N3CCc4ccccc4C3)c2)cc1
→ 8, -7
Cc1nn(CC#N)c(=O)n1-c1ccccc1
→ 12, -1
CCOC(=O)c1c(N)sc2c1CCCC2
→ -7, 17
CC(=O)N1Cc2ccccc2CC1C(=O)N1CCN(c2ccccc2)CC1 (centres undefined)
→ 0, -6
Cc1cc(-c2nn(C)c(=O)c3ccccc23)cc(C)c1O
→ 5, -4
Fc1ccc(C2=CC(c3ccco3)n3nnnc3N2)cc1 (centres undefined)
→ 0, -3
Cc1cccc(C)c1NC(=O)CN(C)C(=O)Cn1c(=O)cnc2ccccc21
→ 2, 2
Cc1ccc(S(=O)(=O)Nc2c(C)n(C)n(-c3ccccc3)c2=O)cc1
→ -4, -3

Given field by field: four of the compounds above.
Cc1cc(-c2nn(C)c(=O)c3ccccc23)cc(C)c1O
- TAG inh: 5
- TAG inh DAPI viability: -4

Fc1ccc(C2=CC(c3ccco3)n3nnnc3N2)cc1 (centres undefined)
- TAG inh: 0
- TAG inh DAPI viability: -3

Cc1ccc(S(=O)(=O)Nc2c(C)n(C)n(-c3ccccc3)c2=O)cc1
- TAG inh: -4
- TAG inh DAPI viability: -3

CSc1ccccc1NC(=O)CN(C)C(=O)C1CCN(C(=O)Nc2ccccc2)CC1
- TAG inh: 15
- TAG inh DAPI viability: -7

(further entries)
Value order – TAG inh, TAG inh DAPI viability
CC(C)CN(C(=O)COC(=O)c1ccccc1SCC(=O)N1CCCC1)C1CCS(=O)(=O)C1 (centres undefined)
→ 2, -3
COc1ccc(-c2csc(CCN3N=C(C)CC3=O)n2)cc1
→ 5, 0
COc1ccc(CC(=O)OCn2nnc3ccccc3c2=O)cc1
→ 12, -5
CCOC(=O)c1[nH]c(C)c(C(=O)NCc2cccnc2)c1C
→ 11, -1
COc1ccc(-n2c(=O)c(CCC(=O)N3CCC(C)CC3)nc3ccccc32)cc1
→ 15, -1
Cn1cc(SCC(=O)N2CCOCC2)c2ccccc21
→ 2, -6
CN1CCN(CC(C)(C)NS(=O)(=O)c2ccccc2)CC1
→ 5, 3
Cc1ccc2c(c1)C1CN(C)CCC1N2C(=O)COc1ccccc1F (centres undefined)
→ 18, -9
Cc1csc(CN(C)C(=O)CC2C(=O)NCCN2CC(C)(C)C)n1 (centres undefined)
→ 6, -8
O=C(NCCc1ccccc1)c1c[nH]c2c(F)cccc2c1=O
→ -5, 3
C[C@H](CO)N1C[C@H](C)[C@@H](CN(C)C(=O)CCCN(C)C)OCc2cn(nn2)CCCC1=O
→ 3, 2
Cc1noc(C)c1S(=O)(=O)NCCN1CCN(c2ccccc2)CC1
→ 11, -15
COc1ccc(OC)c(Nc2nc(-c3sc(NC(=O)C(C)(C)C)nc3C)cs2)c1
→ 31, -6
C=CCNC(=S)NNC(=O)C(CCCC)CC(C)O (centres undefined)
→ -18, 11
O=C(NCCCN1CCCC1=O)NC12CC3CC(CC(C3)C1)C2
→ 7, -3
Cc1cccc(-n2nnc(C(=O)Nc3ccc(F)cc3)c2N)c1
→ 9, 2
C/C(N)=C(\C#N)C(=O)NCCc1ccccn1
→ -19, 7
CCN1CNC(=S)N(c2cccc(C)c2)C1
→ 3, 1
O=C(COC(=O)C1CCN(c2ccc(C(F)(F)F)cn2)CC1)Nc1ccc(F)cc1[N+](=O)[O-]
→ -4, 1
CCOC(=O)CNC(=O)CSc1ncnc2c1cnn2-c1ccccc1
→ -1, 8
CC(=O)Nc1cc(NC(C)=O)cc(C(=O)OCC(=O)N2CC(C)OC(C)C2)c1 (centres undefined)
→ 10, -3
O=C(CCCN=C1NS(=O)(=O)c2ccccc21)OCC(=O)c1ccc(F)cc1
→ 10, -7
COC(=O)c1sccc1NC(=O)Nc1ccc(Cl)c(Cl)c1
→ 5, -10
C=CCNC(=O)c1onc(CSc2cccc(Cl)c2)c1C(=O)O
→ 7, -10
CCCn1c(N)c(C(=O)CN(C)CC(=O)Nc2c(C)cc(C)cc2C)c(=O)[nH]c1=O
→ 1, -6
O=C1C=C(NCC2CCCO2)CC(c2ccccc2)C1 (centres undefined)
→ 21, -7
CCOc1ccc2[nH]c3c(=O)n(CCc4ccc(OC)cc4)cnc3c2c1
→ -7, 4
CC(C)COP(=O)(c1ccc(N(C)C)cc1)C(O)c1ccncc1 (centres undefined)
→ -21, 16
Cc1c(NS(=O)(=O)c2cccc(C(=O)Nc3ccccc3)c2)c(=O)n(-c2ccccc2)n1C
→ 4, 0
COc1ccccc1NC(=O)c1nn(-c2ccc(F)c(F)c2)ccc1=O
→ 5, 11

Additional entries
mol	TAG inh	TAG inh DAPI viability
Cc1ccccc1NC(=O)Cc1nc(COC(=O)c2nc(Cl)ccc2Cl)cs1	1	-11
CN(CC(=O)Nc1ccc(OC(F)(F)F)cc1)C(=O)Cn1c(=O)cnc2ccccc21	2	-4
CCCCCc1nc2c(=O)[nH]c3ccccc3c2o1	2	-2
O=C(O)c1ccc(-c2nc3ccccc3s2)o1	13	-6
O=C(COc1ccccc1)Nc1ccc(NC(=O)c2ccco2)cc1	-5	2
CCOC(=O)c1ccc(S(=O)(=O)N2CCC(C(=O)N3CCN(c4ccccc4OC)CC3)CC2)cc1	-3	-8
Cc1ccc(Oc2cc(C#N)c(C#N)cc2-n2nnc3ccccc32)cc1C	12	-8
Cc1ccc(/C=C/C(=O)CCC(=O)O)cc1	-9	3
O=C(c1ccc(Cl)c(S(=O)(=O)N2CCc3ccccc32)c1)N1CCN(c2ccccc2O)CC1	3	-2
O=C(c1ccc(Cl)c([N+](=O)[O-])c1)N1CCN(c2ccccn2)CC1	9	-6
O=[N+]([O-])c1cccc(S(=O)(=O)NCCc2cn3ccccc3n2)c1	-7	-1
CN(C(=O)C=Cc1ccccc1)c1ccccc1	7	-10
CN(c1ccccc1)S(=O)(=O)c1cccc(C(=O)OCC(=O)NCc2ccccc2)c1	9	-2
O=C(CCn1c(=S)[nH]c2ccccc2c1=O)NCCCN1CCOCC1	-11	-5
CCOc1ccccc1NC(=O)c1cc2ccccc2o1	2	2
CC1Cc2ccccc2N1C(=O)CN1CCN(S(=O)(=O)c2ccc3c(c2)OCCCO3)CC1 (centres undefined)	11	-9
CCOc1c2ccc(C(=O)NCc3ccccc3OC)cc2nn1CC	23	4
N=C1SC(CC(=O)Nc2ccccc2[N+](=O)[O-])C(=O)N1c1ccccc1 (centres undefined)	-3	-6
Oc1ccccc1-c1nc(N2CCCC2)c2ccccc2n1	35	7
CCCN(CC(=O)Nc1ccccc1C)C(=O)Cc1coc2cc(C)ccc12	12	-7
CCOc1ccc(CNC(=S)N/N=C\c2ccc([N+](=O)[O-])cc2)cc1	-5	6
CCCCCCSc1ccc([C@@H]2[C@H]3C(=O)N(CC)C(=O)[C@H]3[C@]3(C(=O)OC)CCCN23)cc1	-18	0
Cc1cc(C(=O)CSc2nnc(-c3cccnc3)n2-c2ccccc2F)c(C)n1C	8	1
c1ccc(-c2ccncn2)cc1	13	4
COc1ccc(C(O)c2nc(-c3cccc(F)c3)cs2)cc1 (centres undefined)	-33	-4
Cc1ccc(NC(=O)C2(NC(=O)c3cccc(N4C(=O)CSC4c4ccccc4)c3)CCCCC2)cc1 (centres undefined)	17	-6
Cc1ccc2nc(NS(=O)(=O)c3cn(C)nc3C)sc2c1	-7	-7
O=C(Nc1cccc(-c2csc(Nc3ccc(Cl)cc3)n2)c1)c1cccc(C(F)(F)F)c1	54*	-7.1*
CCn1c(CSc2nnc(C)n2-c2ccccc2)nc2cc(S(=O)(=O)N(C)C)ccc21	2	1
Cn1ccnc1SCC(=O)Nc1ccc([N+](=O)[O-])cn1	21	-2
CCN(CC)S(=O)(=O)c1cc(C(=O)N2CCc3ccccc32)ccc1Cl	1	21
COc1ccccc1NC(=S)N(Cc1ccccc1)Cc1cccs1	0	0
NC(=O)[C@@H]1CCCCNc2c(F)cc([N+](=O)[O-])cc2C(=O)N[C@@H](CC(=O)O)C(=O)N[C@@H](CCC(=O)O)C(=O)N1	5	-2
